Screening results (PubChem BioAssay)
TNAP inh hiacc: blocks human TNAP under high phosphate acceptor concentration | P05186 | purified TNAP, CDP-star luminescence, 1 M DEA | inhibition, % at 20 µM | actives 0.03% (n = 200,000);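 active = over 50% inhibition of tissue-nonspecific alkaline phosphatase at 20 µM in the single-dose screen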;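 note: plate controls were DMSO wells for no effect and EDTA-quenched wells as full inhibition for full effect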
Target sequence (P05186 whole entry, looked up): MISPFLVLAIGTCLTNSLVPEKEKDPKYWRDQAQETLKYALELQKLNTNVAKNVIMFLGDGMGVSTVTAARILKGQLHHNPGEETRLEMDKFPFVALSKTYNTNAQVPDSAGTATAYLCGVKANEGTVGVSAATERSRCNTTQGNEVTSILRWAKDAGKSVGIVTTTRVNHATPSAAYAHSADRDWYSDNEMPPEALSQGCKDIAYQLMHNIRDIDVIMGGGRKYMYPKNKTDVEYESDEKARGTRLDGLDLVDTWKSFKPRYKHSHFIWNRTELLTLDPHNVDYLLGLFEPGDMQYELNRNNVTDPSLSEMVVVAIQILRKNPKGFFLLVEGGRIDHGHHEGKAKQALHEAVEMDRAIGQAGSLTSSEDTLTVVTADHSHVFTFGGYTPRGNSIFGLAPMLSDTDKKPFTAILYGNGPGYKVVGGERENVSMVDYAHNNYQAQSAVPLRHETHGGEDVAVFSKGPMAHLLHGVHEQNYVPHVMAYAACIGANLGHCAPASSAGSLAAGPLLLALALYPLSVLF
TNAP act hi DEA: activators of human TNAP at high phosphate acceptor concentration; purified TNAP, CDP-star luminescence, 1 M DEA, 30 min; hits give high values; 0 = EDTA background, 1 = DMSO-only activity; activation factor at 20 µM; 200,000 tested, under 10 active;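 active = activation factor at least 2 at 20 µM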
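Test system – human TNAP · Doses – 20 µM single point · Incubation – 30 min, room temperature · Signal – luminescent substrate turnover signal · Read-out basis – activation factor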
FLuc act counter: firefly luciferase counter-screen for stimulation assays. ATPlite luciferase biochemical, luminescence, 10 min; 0 = ATP-free wells, 1 = DMSO control. P08659. 200,000 tested, under 10 active. activation factor at 10 µM;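 active = luciferase activation factor, scaled between plate controls, of at least 2 with compound at 10 µM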
Target sequence (P08659 whole entry, looked up): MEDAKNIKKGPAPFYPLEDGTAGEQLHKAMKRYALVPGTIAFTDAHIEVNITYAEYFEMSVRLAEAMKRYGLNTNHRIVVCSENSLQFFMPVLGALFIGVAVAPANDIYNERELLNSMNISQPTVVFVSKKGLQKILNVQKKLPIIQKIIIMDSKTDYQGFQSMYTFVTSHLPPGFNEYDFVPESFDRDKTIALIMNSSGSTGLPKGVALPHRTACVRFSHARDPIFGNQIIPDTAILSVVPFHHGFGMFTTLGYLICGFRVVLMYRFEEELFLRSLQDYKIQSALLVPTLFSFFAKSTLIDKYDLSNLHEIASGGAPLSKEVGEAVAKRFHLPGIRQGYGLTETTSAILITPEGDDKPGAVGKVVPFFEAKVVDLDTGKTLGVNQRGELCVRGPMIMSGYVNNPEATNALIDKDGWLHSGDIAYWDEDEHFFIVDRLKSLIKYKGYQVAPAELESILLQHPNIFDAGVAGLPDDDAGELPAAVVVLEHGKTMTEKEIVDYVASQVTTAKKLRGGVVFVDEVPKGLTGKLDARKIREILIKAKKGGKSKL
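Assay system – cell-free luciferase reagent · Medium – PBS-based ATP solution · Dosing – test compounds dosed from 2 mM stocks in 100% DMSO · Timing – 10 min, room temperature · Technique – light output (luminescence) · Measure – luminescence gain marking luciferase activators · Controls – No-ATP low control, compound-free enzyme-plus-ATP high control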
HMGR II inh: blocks class II HMG-CoA reductase of Enterococcus faecalis | purified E. faecalis HMGR, NADPH absorbance 340 nm kinetic | inhibition, % at 10 µM | actives 0.41% (n = 190,000) | AID 1066;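 active = inhibition above a set limit, the median over all tested compounds plus 3 SD, cut at about 9.5% in these data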;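 note: enzyme runs in reverse so mevalonate oxidation gives rising NADPH absorbance; 0% = complete reaction with DMSO and 100% = background rate lacking mevalonate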
TNAP inh noacc: TNAP (human) inhibition, acceptor-free conditions | inhibition, % at 20 µM | P05186 | AID 1012 | purified TNAP, CDP-star luminescence, 30 min | actives 0.26% (n = 200,000);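 active = tissue-nonspecific alkaline phosphatase inhibition above about 50% at 20 µM in the single-dose screen, limit read from the data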;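 note: 0% = DMSO negative control and 100% = EDTA positive control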
Diaph inh CS: counter-screen for diaphorase-based assays: diaphorase inhibitors and chemical oxidizers. actives 0.69% (n = 190,000). inhibition, % at 20 µM. AID 1217. diaphorase resazurin-to-resorufin fluorescence, NADH, 16 min; bacterial (C. kluyveri) enzyme, not human;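 active = primary screen inhibition at 20 µM above a set limit, cut at about 50% in these data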;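 note: plate controls were DMSO with full reaction for no effect and wells lacking NADH for full effect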
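controls = No-NADH positive control and DMSO neutral control | system = Clostridium kluyveri diaphorase enzyme | timing = reaction incubation of 16 min at room temperature | signal = resorufin fluorescence 544/590 nm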
Diaphorase act: diaphorase activation or chemical reduction counter-screen; activation factor at 20 µM; actives 0.005% (n = 190,000); Diaphorase/resazurin coupled assay, resorufin fluorescence, 16 min; hits give high values; 1 = vehicle wells, 0 = NADH-free wells;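 active = diaphorase activity raised at least twofold by the compound at 20 µM; inactive = activation factor below 2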
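System – purified diaphorase enzyme from Clostridium kluyveri · Input – enzyme 0.07 U/mL final · Also added – final NADH 0.114 mM, resazurin 0.1 mM · Measured by – fluorescence of resorufin, 544 nm excitation, 590 nm emission · Timing – 16 min enzyme reaction, ambient temperature · Measure – resorufin increase flagging diaphorase activators or reducers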
PMI act: phosphomannose isomerase (human) activation | activation factor at 20 µM | P34949 | actives 0.005% (n = 190,000) | purified human PMI, coupled resazurin fluorescence, 20 min; hits give high values; 1 = vehicle control, 0 substrate-free wells;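 active = activation factor of 2 or more at 20 µM, relative to plate controls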
PMI act satM6P: increases human PMI activity with near-saturating mannose 6-phosphate; actives 0.34% (n = 190,000); P34949; activation factor at 20 µM; coupled PMI enzyme assay, resazurin fluorescence, 20 min; hits give high values; 1 = untreated enzyme, 0 = substrate-free blank;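 active = activation factor of 2 or more at 20 µM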
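Material: human phosphomannose isomerase with PGI, G6PDH, diaphorase coupling enzymes / Reagent: Man-6-P substrate 1.0 mM / Dosing: single compound dose of 20 µM, 1% DMSO final / Incubation: enzyme reaction with compound 20 min at room temperature / Signal: resorufin fluorescence (Ex 544/Em 590 nm) from resazurin via diaphorase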
G6PDH counter: counter-screen for G6PDH assay hits: L. mesenteroides G6PDH inhibition; Purified L. mesenteroides G6PDH, diaphorase/resazurin coupled fluorescence, 45 min; actives 0.12% (n = 200,000); inhibition, % at 5 µM; in the data active = inhibition above about 50%
Starred values were filed as active, the others as inactive.

COc1cccc(-c2nnc(SC(C(=O)c3c[nH]c4ccccc34)c3ccccc3)n2C)c1 (configuration not stated) was read as TNAP inh hiacc -4.9, TNAP act hi DEA 1, FLuc act counter 1, HMGR II inh -0.6, TNAP inh noacc -4.1, Diaph inh CS 21.2, Diaphorase act 0.8, PMI act 0.9, PMI act satM6P 0.8 and G6PDH counter 5.0.
O=C(Nc1nc(-c2cccs2)cs1)c1ccc(S(=O)(=O)N2CCCCC2)cc1 was read as TNAP inh hiacc -0.3, TNAP act hi DEA 1, FLuc act counter 1, HMGR II inh -5.7, TNAP inh noacc -3.5, Diaph inh CS 16.2, Diaphorase act 0.8, PMI act 0.8, PMI act satM6P 0.8 and G6PDH counter 5.1.
Cc1cc(CSc2ccccc2)ccc1NC(=O)c1ccc(Br)cc1 was read as TNAP inh hiacc 0.0, TNAP act hi DEA 1, FLuc act counter 1.1, HMGR II inh -0.8, TNAP inh noacc -32.0, Diaph inh CS -0.8, Diaphorase act 1, PMI act 1, PMI act satM6P 1.1 and G6PDH counter -2.7.
`Cn1c(NCc2ccco2)nc2c1c(=O)n(Cc1ccc(Cl)c(Cl)c1)c(=O)n2C` gave TNAP inh hiacc -1.7, TNAP act hi DEA 1, FLuc act counter 1, HMGR II inh -2.1, TNAP inh noacc 0.5, Diaph inh CS 31.9, Diaphorase act 0.7, PMI act 0.9, PMI act satM6P 0.8 and G6PDH counter 3.9.
`CCOc1ccc2c(=O)c(Oc3ccccc3OCC)coc2c1` gave TNAP inh hiacc -10.7, TNAP act hi DEA 1.1, FLuc act counter 1, HMGR II inh -6.4, TNAP inh noacc 7.3, Diaph inh CS -11.7, Diaphorase act 1.1, PMI act 1.1, PMI act satM6P 1 and G6PDH counter 10.9.
`CCN(CC)S(=O)(=O)c1ccc2c(c1)[nH]c(=S)n2CC` gave TNAP inh hiacc 3.0, TNAP act hi DEA 1, FLuc act counter 0.9, HMGR II inh 7.3, TNAP inh noacc -63.2, Diaph inh CS -5.3, Diaphorase act 1.1, PMI act 1, PMI act satM6P 1 and G6PDH counter -3.1.
CCOc1ccccc1CNc1ccc(N2CCOCC2)c(C(=O)O)c1 was read as TNAP inh hiacc -3.6, TNAP act hi DEA 1, FLuc act counter 1.1, HMGR II inh -3.3, TNAP inh noacc 17.3, Diaph inh CS 27.9, Diaphorase act 0.7, PMI act 0.7, PMI act satM6P 0.8 and G6PDH counter 2.9.
`Cc1nc(N2CCN(C)CC2)[nH]c(=O)c1Cc1cccc2ccccc12` gave TNAP inh hiacc -6.8, TNAP act hi DEA 1.1, FLuc act counter 1, HMGR II inh -6.0, TNAP inh noacc -10.3, Diaph inh CS -2.4, Diaphorase act 1, PMI act 1.1, PMI act satM6P 1.1 and G6PDH counter 10.5.
`O=C(O)CCCC(=O)Nc1nc(-c2ccccc2)cs1` gave TNAP inh hiacc -6.3, TNAP act hi DEA 1.1, FLuc act counter 1, HMGR II inh 0.8, TNAP inh noacc -13.3, Diaph inh CS 1.6, Diaphorase act 1, PMI act 1, PMI act satM6P 1 and G6PDH counter 5.5.
COC(=O)c1c(NC(=O)c2cccnc2)sc(C(=O)N(C)C)c1C was read as TNAP inh hiacc -0.4, TNAP act hi DEA 1, FLuc act counter 1, HMGR II inh 1.8, TNAP inh noacc -3.6, Diaph inh CS 11.1, Diaphorase act 0.9, PMI act 1, PMI act satM6P 1 and G6PDH counter -1.5.
COc1ccc(S(=O)(=O)N2CCCN(CC(=O)Nc3cc(NC(C)=O)ccc3OC)CC2)cc1 was read as TNAP inh hiacc 2.7, TNAP act hi DEA 1, FLuc act counter 1, HMGR II inh -2.5, TNAP inh noacc -12.5, Diaph inh CS 12.3, Diaphorase act 0.9, PMI act 1, PMI act satM6P 1 and G6PDH counter -5.0.
O=C(Cc1coc2ccc3ccccc3c12)NCc1cccs1 was read as TNAP inh hiacc -1.1, TNAP act hi DEA 1, FLuc act counter 1, HMGR II inh -9.7, TNAP inh noacc -8.0, Diaph inh CS 18.3, Diaphorase act 0.8, PMI act 0.8, PMI act satM6P 0.8 and G6PDH counter 24.2.
`Cc1ccc(C(=O)NC(=S)/C=C2\N(C)c3ccccc3C2(C)C)cc1` gave TNAP inh hiacc 22.2, TNAP act hi DEA 0.8, FLuc act counter 1.1, HMGR II inh 2.6, TNAP inh noacc 25.4, Diaph inh CS 67.1*, Diaphorase act 0.3, PMI act 0.7, PMI act satM6P 0.8 and G6PDH counter 0.8.
For CCCc1cc(=O)n2[nH]c(NCc3ccccc3F)nc2n1 the results were TNAP inh hiacc -6.8, TNAP act hi DEA 1.1, FLuc act counter 1, HMGR II inh -7.6, TNAP inh noacc -8.9, Diaph inh CS 12.8, Diaphorase act 0.9, PMI act 0.9, PMI act satM6P 1 and G6PDH counter 0.9.
`COc1ccc2c(c1)SCC(=O)N2C` gave TNAP inh hiacc -4.0, TNAP act hi DEA 1, FLuc act counter 1, HMGR II inh 0.8, TNAP inh noacc -6.2, Diaph inh CS 13.1, Diaphorase act 0.9, PMI act 0.9, PMI act satM6P 0.8 and G6PDH counter 9.7.
Screening COc1ccc(CN(C(=S)Nc2ccccc2)C2CC(=O)N(c3ccc(Cl)cc3)C2=O)cc1 (configuration not stated) returned TNAP inh hiacc -0.3, TNAP act hi DEA 1, FLuc act counter 1, HMGR II inh 1.7, TNAP inh noacc -5.1, Diaph inh CS 16.9, Diaphorase act 0.8, PMI act 0.8, PMI act satM6P 0.8 and G6PDH counter 1.5.
Screening Cc1cc(NC(=O)c2noc3c2CCc2ccccc2-3)n(-c2ccccc2)n1 returned TNAP inh hiacc -2.6, TNAP act hi DEA 1, FLuc act counter 1, HMGR II inh -4.3, TNAP inh noacc -7.3, Diaph inh CS -3.5, Diaphorase act 1, PMI act 0.9, PMI act satM6P 1 and G6PDH counter 3.8.
Screening O=C(Nc1ccc2sc3ccccc3c(=O)c2c1)c1ccccc1Cl returned TNAP inh hiacc -4.3, TNAP act hi DEA 1, FLuc act counter 0.5, HMGR II inh 0.8, TNAP inh noacc -11.0, Diaph inh CS 15.7, Diaphorase act 0.8, PMI act 0.9, PMI act satM6P 0.9 and G6PDH counter 1.2.
Screening COc1ccc(Cc2nnc(N/N=C/c3ccc(C)o3)[nH]c2=O)cc1 returned TNAP inh hiacc -0.3, TNAP act hi DEA 1, FLuc act counter 0.9, HMGR II inh -1.4, TNAP inh noacc -15.3, Diaph inh CS -1.5, Diaphorase act 1, PMI act 1, PMI act satM6P 1 and G6PDH counter -1.6.
COc1ccc(S(=O)(=O)NCc2cc(-c3ccccc3Cl)no2)cc1 was read as TNAP inh hiacc -4.4, TNAP act hi DEA 1, FLuc act counter 1, HMGR II inh -7.2, TNAP inh noacc -4.4, Diaph inh CS 5.8, Diaphorase act 0.9, PMI act 1.1, PMI act satM6P 1.1 and G6PDH counter 6.7.
For CC(=O)C1C(c2cn(-c3ccccc3)nc2-c2cccs2)NC(=O)NC1(O)C(F)(F)F (configuration not stated) the results were TNAP inh hiacc -0.6, TNAP act hi DEA 1, FLuc act counter 1.1, HMGR II inh -0.4, TNAP inh noacc -8.5, Diaph inh CS 12.9, Diaphorase act 0.9, PMI act 0.9, PMI act satM6P 0.9 and G6PDH counter 6.9.
c1cncc(-c2nc3ccccc3[nH]2)c1 was read as TNAP inh hiacc -6.6, TNAP act hi DEA 1.1, FLuc act counter 0.9, HMGR II inh 2.5, TNAP inh noacc -12.3, Diaph inh CS 9.8, Diaphorase act 0.9, PMI act 1, PMI act satM6P 1 and G6PDH counter -1.0.
O=[N+]([O-])c1cccc(-c2ccc(SCc3cccnc3)nn2)c1 was read as TNAP inh hiacc 0.1, TNAP act hi DEA 1, FLuc act counter 1, HMGR II inh -2.2, TNAP inh noacc -3.9, Diaph inh CS 0.4, Diaphorase act 1, PMI act 1.1, PMI act satM6P 1 and G6PDH counter -8.2.
`CCc1nc2ccccc2c(NC(=O)CN2CCC(C)CC2)c1C` gave TNAP inh hiacc -1.2, TNAP act hi DEA 1, FLuc act counter 1, HMGR II inh -5.7, TNAP inh noacc -4.5, Diaph inh CS 14.5, Diaphorase act 0.9, PMI act 1, PMI act satM6P 1 and G6PDH counter 1.3.
O=C(/C=C/c1ccc(Cl)cc1)NCc1ccncc1 was read as TNAP inh hiacc -3.2, TNAP act hi DEA 1, FLuc act counter 1, HMGR II inh -0.1, TNAP inh noacc -7.7, Diaph inh CS -5.2, Diaphorase act 1.1, PMI act 1, PMI act satM6P 1 and G6PDH counter 6.9.
For Cc1noc(C)c1CSc1nc2ccccc2n1CCc1ccccc1 the results were TNAP inh hiacc -5.3, TNAP act hi DEA 1.1, FLuc act counter 1.1, HMGR II inh -0.1, TNAP inh noacc -0.2, Diaph inh CS 17.7, Diaphorase act 0.8, PMI act 0.9, PMI act satM6P 1 and G6PDH counter 5.1.
For O=C(NCc1cccc(Cl)c1)c1cc(COc2ccc3ncccc3c2)on1 the results were TNAP inh hiacc -6.5, TNAP act hi DEA 1.1, FLuc act counter 1.1, HMGR II inh -0.1, TNAP inh noacc -8.6, Diaph inh CS 36.7, Diaphorase act 0.6, PMI act 0.7, PMI act satM6P 0.7 and G6PDH counter 10.5.
`Cn1nc(-c2ccc(Cl)cc2)c2cc(C(=O)NCCCN3CCCC3)sc21` gave TNAP inh hiacc -9.0, TNAP act hi DEA 1.1, FLuc act counter 1.1, HMGR II inh -2.9, TNAP inh noacc -14.8, Diaph inh CS 8.4, Diaphorase act 0.9, PMI act 1, PMI act satM6P 1 and G6PDH counter -4.9.
For O=C(Cc1csc(Nc2nc(=S)[nH]c3ccccc23)n1)N1CCN(c2cccc(C(F)(F)F)c2)CC1 the results were TNAP inh hiacc 1.8, TNAP act hi DEA 1, FLuc act counter 1.1, HMGR II inh 3.0, TNAP inh noacc -12.9, Diaph inh CS -1.8, Diaphorase act 1, PMI act 1.1, PMI act satM6P 1.1 and G6PDH counter -2.3.
`CCn1c(COc2ccccc2C)nnc1SCC(=O)OC` gave TNAP inh hiacc -5.5, TNAP act hi DEA 1.1, FLuc act counter 1.1, HMGR II inh -5.2, TNAP inh noacc -12.1, Diaph inh CS 7.5, Diaphorase act 0.9, PMI act 0.9, PMI act satM6P 1.1 and G6PDH counter -0.4.
